Assay outcomes: PubChem BioAssay, National Center for Advancing Translational Sciences (NCATS)
GCN5L2 inh: inhibitors of human GCN5L2 histone acetyltransferase. Q92830. GCN5L2 HAT assay, ThioGlo1 CoA-SH fluorescence. Potency, µM (highest dose often 58.9 µM), for inactives: at the top dose activity change, negative = inhibition, most hits filed as inhibitors. actives 0.21% (n = 390,000)
Target sequence (Q92830 whole entry, looked up): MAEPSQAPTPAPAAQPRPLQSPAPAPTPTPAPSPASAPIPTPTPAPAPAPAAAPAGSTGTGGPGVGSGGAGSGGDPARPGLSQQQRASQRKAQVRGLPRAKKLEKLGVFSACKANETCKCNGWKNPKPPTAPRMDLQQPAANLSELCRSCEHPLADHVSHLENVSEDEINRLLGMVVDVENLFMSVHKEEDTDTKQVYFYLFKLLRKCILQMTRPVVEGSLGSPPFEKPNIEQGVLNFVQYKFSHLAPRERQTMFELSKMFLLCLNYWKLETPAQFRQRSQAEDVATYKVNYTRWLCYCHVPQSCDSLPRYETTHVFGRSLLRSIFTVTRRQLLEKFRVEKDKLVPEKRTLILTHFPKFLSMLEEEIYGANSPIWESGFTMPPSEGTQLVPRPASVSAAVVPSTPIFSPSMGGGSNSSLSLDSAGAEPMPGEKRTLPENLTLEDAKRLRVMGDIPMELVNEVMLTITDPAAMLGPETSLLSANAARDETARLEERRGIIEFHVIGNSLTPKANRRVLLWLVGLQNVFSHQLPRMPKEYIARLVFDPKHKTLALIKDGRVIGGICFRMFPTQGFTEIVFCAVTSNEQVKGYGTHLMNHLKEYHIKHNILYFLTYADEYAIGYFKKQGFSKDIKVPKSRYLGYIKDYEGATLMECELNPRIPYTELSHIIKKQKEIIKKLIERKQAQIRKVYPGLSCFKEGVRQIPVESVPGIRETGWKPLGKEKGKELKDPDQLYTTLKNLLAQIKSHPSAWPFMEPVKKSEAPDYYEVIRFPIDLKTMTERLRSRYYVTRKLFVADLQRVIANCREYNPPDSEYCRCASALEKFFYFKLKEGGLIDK
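GCN5L2 (20 nM) in 50mM HEPES pH 7.5, 0.1mM EDTA, 0.01% Tween-20 preincubated 15 min with compounds at room temperature. Reaction started with H3(1-25) 75uM, acetyl-CoA 70uM, ThioGlo1 50uM; CoA-thiol fluorescence (Ex340/Em540) read at 0 and 20 min.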
TDP1 cell CPT: DT40-hTDP1 cell growth loss with CPT; chicken DT40 Tdp1-/-;hTDP1 cells + 20 nM CPT, ATP luminescence, 48 h; Potency, µM (series often up to 46.2 µM), for inactives: at the top dose activity change, negative = growth inhibition, most hits filed as inhibitors; actives 12% (n = 420,000); AID 686979; also: nearly all actives have a fitted effect of over 55% in size
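Cell growth measured by CellTiter-Glo luminescence after a minimum 48 h, 37 C compound exposure with 20 nM CPT in Tdp1-knockout DT40 cells stably expressing hTDP1, seeded 400/well; qHTS titration format.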
FEN1 inh: blocks human flap endonuclease 1 | P39748 | Recombinant FEN1 flap cleavage, fluorescence, 15 min | Potency, µM (highest dose often 114 µM), for inactives: at the top dose activity change, negative = inhibition, usual class: inhibitors | actives 0.35% (n = 390,000); also: nearly all actives have a fitted effect of over 65% in size
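In this screen, 50 nM flap DNA substrate was added to 10 nM FEN1 pretreated with compound for 15 min at room temperature; cleavage was followed with reads at 0 and 15 min, and Hill fitting gave concentration–response parameters.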
An asterisk follows results filed as active; ? = inconclusive; · = not tested or not shown; & = joins results of further samples; [ ] = dose if it differs, or a comment. Calls follow the shape of the dose curve; as a rule, active = well fitted curve in the direction sought with a large enough effect; inconclusive = small, poorly fitted or top-dose-only effect, or another doubt; inactive = no such curve, though single readings can be large; an effect the other way counts as inactive or inconclusive. % is scaled to controls: 0 for no effect and ±100 for the full control effect; potency is read from the fitted curve at half-maximal effect. This is a subset (hit frequency here may not be typical).

The opening six entries, ahead of the listing:
SMILES	GCN5L2 inh	TDP1 cell CPT	FEN1 inh
CC(C)(C)c1nnc2sc(SCC(O)=C(C#N)c3nc4ccccc4[nH]3)nn2c1=O	·	?	-6%
O=c1c(-c2cc(F)cc(F)c2)nc2cnc(Oc3ccccc3)nc2n1C1CC1	-11%	-16%	·
NC(N)=NCCN1CCCCCCC1	5%	?	·
Oc1ccccc1C(=S)N1CCCCC1	1%	-7%	-1%
CN(C)CC(O)CN1C(=O)N(CN2C(=O)N(CC(O)CN(C)C)C(=O)C2(C)C)C(C)(C)C1=O (configuration not stated)	-2%	7%	5%
Cc1c(C(=O)NNC(=O)c2csc(N3CCOCC3)n2)oc2ccccc12	-4%	-21%	-3%

Main list, repeating the preview:
SMILES	GCN5L2 inh	TDP1 cell CPT	FEN1 inh
CC(C)(C)c1nnc2sc(SCC(O)=C(C#N)c3nc4ccccc4[nH]3)nn2c1=O	·	?	-6%
O=c1c(-c2cc(F)cc(F)c2)nc2cnc(Oc3ccccc3)nc2n1C1CC1	-11%	-16%	·
NC(N)=NCCN1CCCCCCC1	5%	?	·
Oc1ccccc1C(=S)N1CCCCC1	1%	-7%	-1%
CN(C)CC(O)CN1C(=O)N(CN2C(=O)N(CC(O)CN(C)C)C(=O)C2(C)C)C(C)(C)C1=O (configuration not stated)	-2%	7%	5%
Cc1c(C(=O)NNC(=O)c2csc(N3CCOCC3)n2)oc2ccccc12	-4%	-21%	-3%
CCCCN(Cc1ccccc1)S(=O)(=O)c1c(N)n(C)c(=O)n(C)c1=O	4%	-4%	0%
Fc1ccc(NC(=S)N2CCCC2)cc1Cl	2%	0%	4%
O=C(O)Cn1cnc2sc3c(c2c1=O)CCCC3	2%	-11%	-1%
Cc1[nH][nH]c(=O)c1N=Nc1ccc(Cl)cc1	1%	?	-2%
Cc1onc(-c2ccccc2)c1C(=O)N/N=C/c1ccccc1OC(C)C	-15%	-22%	4%
CCc1nnc(NC(=O)c2ccncc2)s1	1%	1%	-9%
CN(Cc1ccon1)C(=O)c1ccc2nc(Cc3cccc(Cl)c3)oc2c1	-4%	?	15%
CC(NC(=O)CCNC(=O)c1ccco1)c1ccc(F)cc1 (configuration not stated)	-19%	-5%	4%
COc1ccc(-c2cn3nc(N4CCC(C(=O)NCc5cccc(Cl)c5)CC4)sc3n2)cc1	0%	?	2%
CC(C)(C)C(=O)NC(=S)Nc1ccc(C(F)(F)F)cc1	-3%	6%	-24%
COc1ccc(CCNC(=O)CN2C(=O)c3ccccc3S2(=O)=O)cc1OC	3%	16%	1%
O=C(CSc1ncccn1)N/N=C/c1ccc2c(c1)OCO2	1%	-15%	6%
O=C1OC(CO)CN1Cc1ccccc1 (configuration not stated)	28%	5%	2%
COc1ccc(N=c2oc3c(OC)cccc3cc2C(=O)NCc2ccco2)cc1OC	-11%	12µM*	5%
COc1ccc(Cn2nnnc2C(c2cccnc2)N2CCN(c3ccc(O)cc3)CC2)cc1 (configuration not stated)	-13%	?	1%
CN(C)c1ccc(/C=C/c2ccnc3ccccc23)cc1O	·	11µM*	-5%
O=C(O)CCC(=O)Nc1sc2c(c1C(=O)Nc1ccccc1)CCCCC2	-3%&-1%	-23%&-15%	-13%&-2%
Cc1ccc(OCCNC(=O)C2CC(=O)N(Cc3ccccc3)C2)cc1 (configuration not stated)	-4%	1%	1%
Nc1nc(=O)n([C@@H]2CS[C@H](CO)O2)cc1F	-8%	?	·
CCC(Sc1nnnn1C)C(=O)Nc1ccc(C(C)=O)cc1 (configuration not stated)	-8%	-15%	15%
Cc1ccc2ccc(S(=O)(=O)n3nc(C)cc3C)cc2c1	-10%	-26%	?
CCOc1ccccc1NC(=O)CCCNC(=O)c1ccc(Cl)cc1	-2%	7%	-1%
S=C(NCCc1ccccc1)N1CCn2cccc2C1c1cccnc1 (configuration not stated)	-1%	?	-14%
NC(=O)CC(NC(=O)c1ccccc1)c1ccc(NCCN2CCCCC2)c([N+](=O)[O-])c1 (configuration not stated)	0%	-1%	20%
O=C(NCCCN1CCN(c2ccccc2)CC1)c1ccc2nc(CCc3ccccc3)oc2c1	-17%	3.7µM*	-21%
CC(NC(=S)NCCCN1CCOCC1)C1CC2CCC1C2 (configuration not stated)	-2%	?	-1%
O=C(NCc1ccc2c(c1)OCO2)c1ccc2c(c1)N(Cc1c(F)cccc1Cl)C(=O)c1ccccc1S2	-2%	-4%	6%
CC(=O)c1ccc(NC(=O)C2CCCN(S(=O)(=O)c3ccc4c(c3)CCCN4C(C)=O)C2)cc1 (configuration not stated)	-13%	?	16%
O=C(Nc1cc(Cl)cc(Cl)c1)c1ccc2c(c1)N(Cc1cccc(Cl)c1)C(=O)c1ccccc1S2=O (configuration not stated)	-2%	3.7µM*	14%
CSc1nc2c(c(=O)[nH]c(=O)n2C)n1Cc1ccc(Cl)cc1	-20%	?	6%
CCOC(=O)CSc1nc2c(c(=O)[nH]c(=O)n2C)n1CCCc1ccccc1	-6%	-7%	16%
CCNC(=O)CN(CCc1ccccc1)S(=O)(=O)c1ccc(OC)cc1	-6%	?	-18%
COc1ccc(C(=O)N(Cc2cccs2)C2CCS(=O)(=O)C2)cc1 (configuration not stated)	-14%	7%	-1%
O=C(C1CCCN(S(=O)(=O)c2cccc3nonc23)C1)N1CCN(c2cccc(C(F)(F)F)c2)CC1 (configuration not stated)	-10%	15µM*	-23%
CCOc1ccc(CCNC(=O)c2ccc3nc(CC)c(CC)nc3c2)cc1	-4%&4%	?	21%&-3%
N#Cc1ccccc1OC[C@H](O)CNCCNC(=O)Nc1ccccc1	-18%[0.501 µM]	?	·
O=C(O)Cc1sc(-c2ccccc2)nc1-c1cccs1	1%	-4%	7%
CC(=O)N1CCN(C(=O)c2cc(S(=O)(=O)NCc3ccccc3)ccc2C)CC1	0%	-9%	5%
COc1ccc(C=O)cc1Cn1ccnc1C	19%	-1%	1%
Cc1c(C(=O)Nc2ccccc2F)sc2ncn(CC(=O)N3CCCCC3)c(=O)c12	-4%	-25%	2%
Cc1nc(C(=O)NCc2ccccc2)sc1C1(C)CC(c2ccccc2)=NO1 (configuration not stated)	7%	?	-17%
CCN1CCN(S(=O)(=O)c2ccc(Cl)c(C(=O)N(CCc3ccccc3)Cc3ccccc3)c2)CC1	·	23µM*	-22%
C=CCn1c(NC)cc(=O)n(C)c1=O	-9%	3%	-9%
CCCCN(CC)CCNC(=O)c1cn(-c2ccc(Cl)cc2)c(=O)c2ccccc12	1%	-29%	3%
CCOc1ccc(CNS(=O)(=O)c2c(C(=O)N3CCC(C)CC3)c(C)n(C)c2C)cc1OC	6%	10%	-1%
O=C(N/N=C/c1cccc(O)c1)c1ccc(NC(=O)c2cccc([N+](=O)[O-])c2)cc1	-10%	?	3%
S=C(NCc1ccc(Cl)cc1)NC12CC3CC(CC(C3)C1)C2	-8%	?	0%
O=C(Nc1cccc(C(F)(F)F)c1)Nc1ccc(N2CCCC2)c(S(=O)(=O)Nc2ccccc2Cl)c1	-16%	3.3µM*	-14%
COc1ccc(C(=O)NNC2CC(=O)N(Cc3ccccc3)C2=O)cc1OC (configuration not stated)	5%	0%	-2%
CCc1ccccc1NCc1nnc2n1CCCCC2	-8%	1%	-2%
COc1cc(C(=O)NNc2nc3cc4c(cc3s2)OCO4)cc(OC)c1OC	-4%	?	5%
Oc1ccc(-c2cccc(-c3ccc(O)cc3)c2)cc1	-9%	-21%	9%
CCOc1ccc(-n2cc(C(=O)Nc3ccc(Cl)cn3)c3cc(OC)c(OC)cc3c2=O)cc1	-3%[0.501 µM]	2.9µM*	-4%
Cc1cccc(OCc2n[nH]c(=S)o2)c1C	7%	-12%	2%

Ordered by length of the SMILES (descending): part of the list above
SMILES	GCN5L2 inh	TDP1 cell CPT	FEN1 inh
CCOc1ccc(CNS(=O)(=O)c2c(C(=O)N3CCC(C)CC3)c(C)n(C)c2C)cc1OC	6%	10%	-1%
COc1ccc(C(=O)NNC2CC(=O)N(Cc3ccccc3)C2=O)cc1OC (configuration not stated)	5%	0%	-2%
Cc1cccc(OCc2n[nH]c(=S)o2)c1C	7%	-12%	2%

Carrying on.
SMILES	GCN5L2 inh	TDP1 cell CPT	FEN1 inh
O=C(N/N=C/CCc1ccccc1)c1ccccc1	19%	-12%	2%
CCOC(=O)c1cc(CC)sc1NC(=O)c1cc(OCC)c(OCC)c(OCC)c1	1%	?	-3%
CC(C)(C)c1ccc(Oc2nc3ccccn3c(=O)c2/C=C(\C#N)c2nc3ccccc3s2)cc1	0%	?	-33%
Cc1oc(-c2ccc3ccccc3c2)nc1CN(C)C(C)c1ccncn1 (configuration not stated)	-5%	?	-1%
Cc1ccc2c(NC(=O)C3CC3)cccc2n1	-1%	-3%	-7%
CCOC(=O)CN(C(=O)CSc1nnc(CNc2ccc(F)cc2)n1CC)c1ccc(F)cc1	-2%	?	-4%
CCN(CC)S(=O)(=O)c1cccc(C(=O)N/N=C/c2ccc(OC)c(O)c2)c1	-9%	-5%	-4%
Cc1ccc(N(CC(O)CN2CCOCC2)S(=O)(=O)c2ccc3ccccc3c2)cc1 (configuration not stated)	0%	?	5%
O=C(Nc1ccc(C(=O)OCc2cc(=O)n3c4c(sc3n2)CCCC4)cc1)c1cccc(F)c1	-19%	?	-8%
CCOc1ccc(-n2c(-c3ccccc3)nnc2-c2ccccc2)cc1	-1%	?	9%
CC(C)c1[nH]nc2c1C(C1C=CCCC1)C(C#N)=C(N)O2 (configuration not stated)	-13%	16µM*	-16%
Cc1onc(-c2ccccc2Cl)c1C(=O)N1CCCCC1C (configuration not stated)	1%	?	10%
N/C(=N\c1nc2ccccc2o1)NC(=O)c1ccc(Cl)cc1	-2%	?	-13%
Cc1ccccc1NC(=O)CCN1CCN(CCO)CC1	-1%	20%	2%
S=C1NCCOCCNC(=S)NCCOCCOCCOCCN1	-1%	-19%	7%
Cc1c(C(=O)N2CCC(C)CC2)c(S(=O)(=O)NCc2ccc(Cl)cc2)c(C)n1C	22%	?	-3%
COc1ccc(CNC(=O)CSc2ncc3c(n2)-c2cc(Cl)ccc2N(C)S3(=O)=O)cc1	-2%	?	8%
CN(C(=O)CSc1nc2ccccc2n1Cc1cccc(C(F)(F)F)c1)c1ccccc1	1%	18µM*	-22%
O=C(CSc1cc(Cl)ccc1Cl)NCC1CCCO1 (configuration not stated)	-2%	-16%	-5%
CC1(C)CC2CC(C)(CN2C(=O)COC(=O)c2n[nH]c(=O)c3ccccc23)C1 (configuration not stated)	-2%	-11%	14%
CC(C)OC(=O)c1c(F)c(F)c(N2CCOCC2)c(F)c1F	-2%	-9%	10%
CCN1CCN(c2cc(C)c3cc(NC(=O)c4cc(OC)cc(OC)c4)ccc3n2)CC1	-4%&-17%	?	?
Cc1cc(C)c(NC(=O)Cn2nnc(C(=O)Nc3ccc(F)cc3F)c2N)c(C)c1	-6%&-3%	-26%&-5%	-17%&-4%
Cc1nnn(C23CC4CC(CC(CC(=O)Nc5ccc(C)c(C)c5)(C4)C2)C3)n1	-5%	-18%	-9%
CC(C)(C)c1ccc(-c2nc(SCC(=O)Nc3ccc(Cl)cc3)[nH]c(=O)c2C#N)cc1	35µM*	-24%	20µM*
COc1ccc(C2NC(Cc3ccccc3)(C(=O)O)C3C(=O)N(c4ccccc4OC)C(=O)C23)cc1 (configuration not stated)	3%	?	2%
CC(C)c1ccc(NC(=O)CSc2nc(=O)n(Cc3ccccn3)c3c2CCC3)cc1	-6%	23µM*	7%
Cc1noc(C)c1-c1ccc2ncnc(Nc3ccc(F)cc3)c2c1	-13%	?	·
Cc1ccc(S(=O)(=O)N2CC=C(c3c(C)n(C)c4ccccc34)CC2)cc1	-2%	?	-18%
O=C(CCn1c(=O)c2cccn2c2ccc(F)cc21)NCc1ccccc1F	-2%	?	0%
CC(C)C(=O)N1CCN(c2ccccc2NC(=S)NC(=O)Cc2ccccc2)CC1	·	?	-2%
CCNNC(=O)C(O)(Cc1ccccc1)Cc1ccccc1	0%	-13%	4%
COc1ccc(S(=O)(=O)N2CCOCC2)cc1NC(=O)c1ccncc1	-1%	-2%	20%
O=C(NCc1cccnc1)c1ccc(NS(=O)(=O)c2cccc([N+](=O)[O-])c2)cc1	-8%	-13%	-7%
CCCCCn1c(=O)[nH]c2cc(C(=O)N3CCN(Cc4ccc5c(c4)OCO5)CC3)ccc2c1=O	-2%	4.6µM*	-1%
O=C(Oc1cccc2cccnc12)c1ccc(Br)o1	-10%	-10%	-9%
COc1ccc(-c2cc(C(=O)NCCc3ccc(S(N)(=O)=O)cc3)c3ccccc3n2)cc1	-9%	-21%	3%
CCOC(=O)CSCc1nc(-c2ccc(Cl)cc2)oc1C	1%	-16%	-18%
